Source: PubChem BioAssay
UBC13 inh: UBC13 polyubiquitin chain formation inhibitors, primary screen, biochemical, TR-FRET, uHTS. Ubiquitin-conjugating enzyme E2 N (Homo sapiens), P61088. inhibition, % at 20 µM. 330,000 tested, 0.47% active. AID 485273, 2010; in the data active = inhibition above about 45%, passing the limit was not always enough
Target sequence (P61088 whole entry, looked up): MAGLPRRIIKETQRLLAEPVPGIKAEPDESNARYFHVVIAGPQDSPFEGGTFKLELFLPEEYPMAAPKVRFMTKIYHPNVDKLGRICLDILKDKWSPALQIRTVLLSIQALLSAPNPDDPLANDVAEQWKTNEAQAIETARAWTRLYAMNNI
SENP7 inh: SENP7 protease inhibitors, primary screen, biochemical, luminescence, uHTS | Sentrin-specific protease 7 (Homo sapiens), Q9BQF6 | recombinant SENP7, Z-RLRGG-aminoluciferin luminescence, 40 min | inhibition, % at 5 µM | 330,000 tested, 1.5% active | AID 434973, 2010;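 active = inhibition above about 50% at the single test dose, limit read from the data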;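 note: plate controls were DMSO with enzyme for no effect and no enzyme buffer wells for full effect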
Target sequence (Q9BQF6 706-1050 limits assumed): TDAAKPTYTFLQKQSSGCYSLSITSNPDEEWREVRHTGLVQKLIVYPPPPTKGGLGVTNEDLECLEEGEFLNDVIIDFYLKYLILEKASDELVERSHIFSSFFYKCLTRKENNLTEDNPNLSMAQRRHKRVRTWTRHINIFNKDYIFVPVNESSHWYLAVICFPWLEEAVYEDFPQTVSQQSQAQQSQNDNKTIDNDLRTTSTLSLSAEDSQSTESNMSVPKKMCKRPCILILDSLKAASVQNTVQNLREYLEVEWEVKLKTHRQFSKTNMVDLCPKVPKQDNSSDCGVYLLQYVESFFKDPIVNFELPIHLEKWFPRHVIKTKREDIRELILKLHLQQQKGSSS
SENP8 block: SENP8 protease inhibitors, primary screen, biochemical, luminescence; AID 2540, 2010; 330,000 tested, 1.2% active; Sentrin-specific protease 8 (Homo sapiens), Q96LD8; inhibition, % at 10 µM; purified SENP8, Z-RLRGG-aminoluciferin cleavage
Target sequence (Q96LD8 whole entry, looked up): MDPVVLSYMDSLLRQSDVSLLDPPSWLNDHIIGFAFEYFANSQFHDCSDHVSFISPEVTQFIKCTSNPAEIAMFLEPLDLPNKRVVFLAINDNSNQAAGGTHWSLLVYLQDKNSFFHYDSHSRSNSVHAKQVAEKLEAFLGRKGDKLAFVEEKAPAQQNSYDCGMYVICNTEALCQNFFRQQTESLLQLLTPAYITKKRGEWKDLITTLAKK
Jurkat NFkB inh: inhibitors of induced NF-kB luciferase reporter, primary screen, TCR NF-kB activation inhibitor project, cell-based, luminescence, uHTS | Jurkat, PMA/ionomycin-induced NF-kB luciferase reporter | inhibition, % at 4 µM | 330,000 tested, 0.53% active | AID 435003, 2010
Apaf-1 inh: inhibitors of human Apaf-1 apoptosome, primary screen, biochemical, DEVD-Rh110 fluorescence, uHTS; reconstituted apoptosome caspase-3 activity; inhibition, % at 20 µM; 330,000 tested, 0.71% active; AID 489030, 2010; active = inhibition of at least 40% at 20 µM;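 note: plate controls were DMSO wells for no effect and DEVD-CHO caspase inhibitor wells for full effect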
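Material: reconstituted apoptosome with Apaf-1, cytochrome c, caspase-9, procaspase-3, dATP; medium: pH 7.5 Hepes buffer with CHAPS, BSA, DTT; also added: cytochrome c and DEVD-Rh110 substrate; timing: 30 min plus 50 min, RT; signal: Rh110 fluorescence intensity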
HKDC1 inh: HKDC1 hexokinase inhibitors, primary screen, biochemical, fluorescence, uHTS. Q2TB90. recombinant HKDC1, G6PDH/diaphorase resazurin coupled fluorescence. inhibition, % at 20 µM. 340,000 tested, 0.16% active. AID 493160, 2011;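 active = inhibition above about 35% when tested at 20 µM, limit read from the data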;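 note: plate controls were DMSO wells with enzyme for no effect and DMSO wells lacking enzyme for full effect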
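Test system: Recombinant HKDC1 (HK5) hexokinase enzyme, produced in-house | Input: HKDC1 at 5 µg/mL | Buffer or medium: Tris pH 8.0 buffer with MgCl2, Tween-20, BSA, BME | Schedule: 90 min reaction incubation at room temperature, dark | Technique: Resazurin-to-resorufin fluorescence via G6PDH and diaphorase coupling, 525/613 nm | Controls: DMSO wells with and without enzyme mix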
Gli-Sufu antag: Gli-Sufu pathway antagonists, primary screen, luciferase luminescence, Sufu-KO-LIGHT cells, uHTS | Sufu-KO-LIGHT fibroblasts, Gli luciferase reporter luminescence | inhibition, % at 5 µM | 340,000 tested, 0.74% active | AID 588413, 2011;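 active = inhibition above about 55%, limit read from the data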;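 note: 0% = DMSO-treated cells and 100% = wells with medium but no cells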
697 NFkB inh: inhibitors of PMA/ionomycin-induced NF-kB reporter, 697 cells, primary screen, B-cell NF-kB inhibitor project, cell-based, luminescence, uHTS. 697 B-cell NF-kB luciferase reporter, 16 h. inhibition, % at 4 µM. 330,000 tested, 0.33% active. AID 435022, 2010; in the data active = inhibition above about 35%
Numbers without * were called inactive. Cut-off read from the data, not from the text of the source, unless noted: active = inhibition above about 50%; inactive = the rest. Hits appear at their usual frequency. About 3.6% of those tested had a hit in this group.

SMILES	UBC13 inh	SENP7 inh	SENP8 block	Jurkat NFkB inh	Apaf-1 inh	HKDC1 inh	Gli-Sufu antag	697 NFkB inh
Cc1ccc(Cn2c(=O)c3ccccc3n3c(CCC(=O)NCCN4CCOCC4)nnc23)cc1	-5	9	-1	0	-4	-5	-6	-4
CCOC(=O)NN1C(=O)c2ccccc2NC1c1ccc(OC)cc1 (stereo not given)	5	-4	-13	-6	-1	-7	7	8
Cn1c(C2CCCCC2)nc2ccccc21	-10	10	-15	-5	-8	-1	2	-50
CCOC(=O)Cc1ccc(NC(=O)c2ccccc2Br)cc1	1	3	-5	12	-1	-12	-10	32
COCCN(Cc1ccccc1)C(=O)Cc1ccc(S(=O)(=O)N2CCOCC2)s1	14	0	-2	9	32	2	5	15
CCN(CC)Cc1c(C(=O)N/N=C/c2cccc3ccccc23)nnn1-c1nonc1N	-14	-6	-8	13	11	0	-29	5
CCOc1ccc(NC(=O)Cn2sc3nc(C)cc(C)c3c2=O)cc1	-16	-2	-9	8	-6	-2	8	8
CC(C)c1nc(CNC(=O)C2CCC(=O)N(CCc3ccc(Cl)cc3)C2)no1 (stereo not given)	0	-3	-4	2	1	0	12	2
Cc1c(C=O)c(=O)n(-c2ccccc2)n1C	-11	-6	-8	-10	-1	-10	-3	2
Cc1nnc(SCC(=O)N2CCCCC2)s1	-3	-10	-9	-8	-5	-9	-5	18
Cc1nnc(NC(=O)CCS(=O)(=O)c2ccccc2)s1	3	-1	5	11	-9	1	13	6
CC1CCCCC1NC(=O)c1cc2ccccc2o1 (stereo not given)	-2	1	-8	-7	-3	-7	-8	3
CN(C)S(=O)(=O)N1CCN(c2ccccc2)CC1	1	-14	-5	-1	-3	0	-1	4
CCOC(=O)CN1CC23C=CC(O2)C(C(=O)Nc2ccc(F)c(C)c2)C3C1=O (stereo not given)	-4	-9	-9	-14	9	-2	0	-12
Cc1sc2ncn(CC(=O)NCCN(C)C)c(=O)c2c1S(=O)(=O)N1CCC(C)CC1	6	2	-4	-6	1	-5	14	20
CC#CCN1c2ccccc2[C@]23C[C@@H](C(=O)OC)N(C(C)=O)C2=NC(C(=O)OC)=C(C(=O)OC)[C@H]13	-2	-4	-6	25	4	0	-18	16
CCCCC(C(=O)O)C(C)CC(=O)Nc1nncs1 (stereo not given)	23	2	-1	6	-18	-8	2	14
O=C(OCC(=O)N1CCCCC1)c1c[nH]c2ccccc12	16	0	6	-43	-11	-4	-40	-39
COc1cc(/C=C2/SC(=O)NC2=O)ccc1Oc1ccc([N+](=O)[O-])cc1[N+](=O)[O-]	0	13	-1	5	-5	17	-14	22
CCS(=O)(=O)N1Cc2ccccc2CC1C(=O)Nc1cc(S(C)(=O)=O)ccc1Cl (stereo not given)	7	3	-1	4	-3	-5	-1	18
CCC(C)C(NC(=O)c1ccccc1NC(=O)c1ccccc1)C(=O)O (stereo not given)	-6	2	-12	-18	11	-3	6	4
COc1cc2oc(=O)c(Br)c(C)c2c(OC)c1OC	-16	8	-4	-22	7	0	5	24
CCOc1ccc(NC(=O)Nc2cc(C(=O)O)ccc2N2CC3CC(C2)c2cccc(=O)n2C3)cc1 (stereo not given)	0	-1	10	2	-6	0	-6	10
O=C(Cc1ccc(F)cc1)N/N=C/c1ccncc1	3	-4	9	3	-17	-8	-1	-1
C=CCN1C=C2C(=O)C(C)(OC(=O)c3cnc4ccccc4n3)C(=O)C=C2C=C1/C=C/COC (stereo not given)	-71	2	7	11	15	11	-4	19
COc1ccc(NC(=O)C(CC(C)C)NS(=O)(=O)c2ccc3c(c2)CCN3C(C)=O)cc1OC (stereo not given)	-6	1	-2	-14	-19	-13	3	-18
Cc1cc2c(cc(C(=O)O)n2C)s1	1	-4	1	0	-6	6	5	7
Cc1cccc(OCC(=O)NCC(=O)N/N=C/c2ccc([N+](=O)[O-])cc2)c1	8	6	-3	5	-2	-5	-3	8
COc1ccc(-c2ccccc2NC(=O)C2CCCN(Cc3ccc(C)o3)C2)cc1 (stereo not given)	-1	-9	-2	-17	4	0	11	-19
CCOC(=O)Cc1csc(NC(=O)c2sc3nc4c(C)cc(C)cc4cc3c2N)n1	-5	4	-2	-5	0	-1	-19	-2
CCN1C(=O)[C@H]2[C@@H](c3ccc(-c4ccc(C(C)=O)cc4)c(OC)c3)N[C@@](Cc3ccccc3)(C(=O)OC)[C@H]2C1=O	7	-6	-4	11	24	9	8	-5
CC(C(=O)NC1CCCC1)N(C(=O)Cn1nnc(-c2ccc(F)cc2)n1)c1ccccc1F (stereo not given)	-8	1	-3	-17	13	-5	-11	-13
Cc1ccc(NC(=S)Nc2cccc(S(=O)(=O)Nc3c(C)n(C)n(-c4ccccc4)c3=O)c2)cc1	-8	15	5	-16	-9	-4	-51	26
COc1ccccc1CC(NC(C)=O)C(=O)NC1CCN(C(=O)c2cccc(Cl)c2)CC1 (stereo not given)	-8	1	-7	4	3	-5	-9	6
Cc1ccn2c(=O)c(C(=O)NC3CCCCC3C)c(O)nc2c1 (stereo not given)	2	1	-6	2	11	-2	-3	-21
O=C1NC(=S)N/C1=C\c1ccc(N2CCOCC2)cc1	-17	-1	-2	-2	-13	-1	-14	-11
CCCn1nnc(NC(=O)c2ccc(Br)o2)n1	-3	-11	-12	-2	2	-6	-11	1
Cc1cc(C(=O)COC(=O)c2ccc(CO)cc2)c(C)n1CC1COc2ccccc2O1 (stereo not given)	8	2	0	8	-3	7	11	4
COc1cc(/C=N/N2CCN(Cc3ccc(C)cc3)CC2)cc(OC)c1O	-2	8	0	1	4	9	17	6
Cc1cc(NC(=O)c2ccc(-c3ccccc3F)o2)no1	1	4	4	-66	-3	-4	-14	-3
Cc1ccccc1NC(=O)CSc1nc2ncc(Cl)cc2[nH]1	-18	-14	-7	-8	3	0	42	-35
COC(=O)c1scc(S(=O)(=O)c2ccccc2)c1N	11	1	-1	-3	-3	-2	-8	0
Cc1cccc(C(=O)Nc2oc(-c3ccccc3)cc2C#N)c1	-1	-2	-3	2	4	5	2	-14
COc1cccc(OCC(O)CN(CCO)Cc2ccccc2)c1 (stereo not given)	6	-1	4	-16	-22	-7	-1	-2
O=C(Nc1ccc(NC(=O)c2ccco2)nc1)c1ccco1	-17	-1	-5	-95	-1	-3	-47	-62

Grouped by structure, the entries above with bromine (3)
SMILES	UBC13 inh	SENP7 inh	SENP8 block	Jurkat NFkB inh	Apaf-1 inh	HKDC1 inh	Gli-Sufu antag	697 NFkB inh
CCOC(=O)Cc1ccc(NC(=O)c2ccccc2Br)cc1	1	3	-5	12	-1	-12	-10	32
COc1cc2oc(=O)c(Br)c(C)c2c(OC)c1OC	-16	8	-4	-22	7	0	5	24
CCCn1nnc(NC(=O)c2ccc(Br)o2)n1	-3	-11	-12	-2	2	-6	-11	1

(cont.)
SMILES	UBC13 inh	SENP7 inh	SENP8 block	Jurkat NFkB inh	Apaf-1 inh	HKDC1 inh	Gli-Sufu antag	697 NFkB inh
CC(CN1CCOCC1)OC(=O)c1ccccc1Br (stereo not given)	10	4	-4	-10	3	-12	3	0
CCc1c(C)nc2cc(-c3cc(OC)cc(OC)c3)nn2c1N1CCN(CCN2CCOCC2)CC1	14	1	1	-24	16	1	15	3
CCCCn1c(N)c(N(CC(C)C)C(=O)C2CC(=O)N(c3ccccc3C(C)CC)C2)c(=O)[nH]c1=O (stereo not given)	-4	9	-11	9	3	2	-3	-18
O=C(NCc1ccc(/C=N\NC(=O)C(=O)Nc2ccccc2Br)o1)C(=O)Nc1ccccc1	-20	7	7	-141	-4	-7	-4	-190
CCOc1ccc(N(CC(=O)Nc2nccs2)S(=O)(=O)c2c(C)[nH]c(=O)[nH]c2=O)cc1	-1	3	-4	-8	4	-9	-6	-1
Cn1c2ccsc2c2ncn(Cc3ccccc3F)c(=O)c21	21	1	-4	6	0	-2	-6	9
CC(=O)OCN(C#N)c1nc(N(C)C)nc(N(C)C)n1	0	-5	-3	10	3	-3	-10	0
COc1ccc(Cc2nnc(NC(=O)CSc3ccc(C)cc3)s2)cc1OC	1	1	4	-1	12	-6	-6	17
C=C1c2cc(CC)ccc2NC(=O)N1c1ccc(C)cc1	1	7	4	-21	3	2	40	-16
CCCN1C(=O)C(O)(C/C(C)=N/O)c2ccccc21 (stereo not given)	2	5	-3	7	-3	2	6	24
CC(O)CNc1cc(N)c([N+](=O)[O-])cc1[N+](=O)[O-] (stereo not given)	-54	-9	-16	-14	-7	-4	-5	8
Cc1cc(C)nc(N2CCCC(C(=O)NCc3ccccc3F)C2)n1 (stereo not given)	10	3	0	-6	-2	-6	-4	7
O=[N+]([O-])c1cnccc1Nc1ccccc1	3	7	4	16	-5	-2	2	14
CON(C)c1nc(OCC#N)nc(N(C)C)n1	10	6	-2	20	-2	-11	-3	25
O=C(Nc1ccccc1)c1[nH]ncc1[N+](=O)[O-]	-4	-9	-18	-9	6	-4	1	-15
COc1ccccc1NS(=O)(=O)c1cc(C(=O)NCc2cccnc2)ccc1C	-4	-12	-17	10	12	3	-9	-9
Cc1ccc(S(=O)(=O)N(C)C)cc1NC(=O)COC(=O)C1CC1	-6	-4	-2	5	-10	-1	-3	6
CCNC(=O)CC1SC(=Nc2cccc3ccccc23)N(C)C1=O (stereo not given)	-11	-9	-9	-5	6	-4	3	-12
Cc1cc(C)c(NC(=O)CSc2nnc(Cc3cccn3C)n2-c2ccc(F)cc2)c(C)c1	12	7	12	6	6	-10	-1	12
Cc1cccc(NC(=S)NNC(=O)c2ccc3c(c2)OCO3)c1	-10	7	13	-105	1	-12	-61	-155
CN(C)S(=O)(=O)c1ccc(NC(=O)CNc2cc(S(=O)(=O)N3CCCC3)ccc2OCC(F)(F)F)cc1	-9	-14	-14	-6	7	-3	-15	-17
O=C(COC(=O)c1ccc(OC(F)(F)F)cc1)NCCN1C(=O)CSC1=O	9	2	-1	1	-8	-4	0	22
COc1ccccc1C(=O)NC(=S)Nc1ccc(N2CCOCC2)c(Cl)c1	-2	-9	-16	-11	16	-2	4	-3
COc1ccc(N2CC(C(=O)NCCN3C(=O)S/C(=C\c4cccnc4)C3=O)CC2=O)c(OC)c1 (stereo not given)	-12	-2	0	12	3	3	15	3
COc1ccc(N2CC(C)Cn3c2nc2c3c(=O)n(Cc3ccccc3)c(=O)n2C)c(OC)c1 (stereo not given)	-14	-2	-10	-3	5	2	21	4
O=C(Nc1ccc(OCc2ccccc2)cc1)Nc1cccnc1	-2	-11	-16	1	5	2	12	-11
Cc1ccc(-c2csc(SCC(=O)Nc3cc(C)on3)n2)cc1	-15	-8	-4	-13	4	0	1	32
CCOc1ccccc1OCCC(=O)Nc1ccc2c(c1)OCO2	9	-3	-5	3	2	-2	-3	3

Full records, quoted from the list.
Entry for Cc1cc(C)c(NC(=O)CSc2nnc(Cc3cccn3C)n2-c2ccc(F)cc2)c(C)c1 : UBC13 inh: 12; SENP7 inh: 7; SENP8 block: 12; Jurkat NFkB inh: 6; Apaf-1 inh: 6; HKDC1 inh: -10; Gli-Sufu antag: -1; 697 NFkB inh: 12
Entry for Cc1ccc(-c2csc(SCC(=O)Nc3cc(C)on3)n2)cc1 : UBC13 inh: -15; SENP7 inh: -8; SENP8 block: -4; Jurkat NFkB inh: -13; Apaf-1 inh: 4; HKDC1 inh: 0; Gli-Sufu antag: 1; 697 NFkB inh: 32
Entry for CN(C)S(=O)(=O)c1ccc(NC(=O)CNc2cc(S(=O)(=O)N3CCCC3)ccc2OCC(F)(F)F)cc1 : UBC13 inh: -9; SENP7 inh: -14; SENP8 block: -14; Jurkat NFkB inh: -6; Apaf-1 inh: 7; HKDC1 inh: -3; Gli-Sufu antag: -15; 697 NFkB inh: -17
